Compound activity (PubChem BioAssay)
mHTT CaM bind – mutant huntingtin-calmodulin interaction inhibitors – biochemical, AlphaScreen, primary screen; AID 1671202, 2021; AlphaScreen His-mHTT/GST-CaM binding, luminescence; P42858; actives 3.6% (n = 190,000); inhibition, % at 15 µM;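 also: 0% = both proteins with DMSO and 100% = one protein alone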
Pf apPOL block – Pf-apPOL inhibitors, biochemical, fluorescence | Recombinant Pf-apPOL, molecular beacon fluorescence, 1.5 h | inhibition, % at 10 µM | actives 0.25% (n = 210,000) | AID 1794808, 2022
Active calls of the source: *; i = inactive; x = not tested or not shown; & = joins results of further samples. Rule as the data show it: active = inhibition above about 50%; inactive = the rest.

SMILES | mHTT CaM bind | Pf apPOL block
O=c1c2ccc(Cl)cc2ncn1C1CCN(S(=O)(=O)Cc2ccccc2)CC1 | -11 | -6
CCn1c(=O)c(NCc2ccc(C)c(C)c2)nc2ccncc21 | 4 | -9
Cc1cccc(C)c1N1C(=O)CCC1=O | 0 | -3
O=C1C=C(c2cccc([N+](=O)[O-])c2)C(=O)N1c1ccc(Cl)cc1 | 31 | -4
COc1ccc([N+](=O)[O-])cc1S(=O)(=O)N1CC2C3C=CC(C3)C2C1 (stereo not drawn) | 9 | 5
O=C(CSc1nnnn1-c1cccc(Cl)c1)Nc1ccc(Cl)cc1 | -2 | -1
COc1cccc(C(=O)N2CC(C(=O)N3CCCCC3)C(c3ccccc3)C2)c1 (stereo not drawn) | 4 | -1
CN(C)c1cc(N2CCCC(NC(=O)Cc3ccccc3F)C2)ncn1 (stereo not drawn) | -4 | -7
COC(=O)c1ccc(Cn2nc(-c3cccs3)c3sc(C)nc3c2=O)cc1 | 20 | -7
O=C(Nc1ccccc1Cl)c1cc2ccccc2oc1=O | -2 | -1
O=C(Nc1cccnc1Cl)c1cc2nc(-c3cccs3)cc(C(F)(F)Cl)n2n1 | 7 | -3
Cc1c(C)c(C)c(C#CCO)c(C)c1C | x | 1
COc1ccc(C=C2Oc3c(ccc4c3CN(Cc3ccc(OC)c(OC)c3)CO4)C2=O)cc1OC | 44 | -23
C=CCn1c(-c2ccc(N(C)C)cc2)nc2ccccc21 | 36 | 0
O=C(Nc1cccc(F)c1)N1CCc2c(nc3cc(-c4ccccc4Cl)[nH]n3c2=O)C1 | 73* | 0
Cc1cccc(C=C2Oc3c(ccc(O)c3CN(C)C)C2=O)c1 | 5 | -12
COc1ccc(C2=N/C(=C\c3ccc(Br)cc3)C(=O)O2)cc1Br | -4 | 0
COc1ccc(NC2=C(n3nnc4ccccc43)C(=O)c3ccccc3C2=O)cc1 | 37 | 10
Cc1ccc2c(c1)C1CS(=O)(=O)N(Cc3ccc(F)cc3)CN1C2 (stereo not drawn) | -9 | -9
CC(NC(=O)CN(C)S(=O)(=O)c1ccc(Br)cc1)c1ccccc1 (stereo not drawn) | -1 | 0
OCCN(CCO)CC(O)Cn1c2ccc(Cl)cc2c2cc(Cl)ccc21 (stereo not drawn) | 100* | 0
CC(C)Cn1c(CC2CCN(C(=O)NCc3ccccc3)C2)nc2cccnc21 (stereo not drawn) | 1 | -9
Cc1cccc(CN2CCN(C3CCN(C(=O)Nc4cccc(Cl)c4)CC3)C2=O)c1 | 11 | -11
Cc1ccc(C2CC(C(F)(F)F)n3nc(C(=O)Nc4cccc(C(C)O)c4)cc3N2)cc1 (stereo not drawn) | 30 | -3
COC(=O)C(Cc1c[nH]c2ccccc12)N=Cc1ccccc1 (stereo not drawn) | x | -11
O=C(O)CCc1csc(NC(=O)c2ccc(=O)[nH]c2)n1 | -1 | 5
Cc1ccc(N2CCC(NC(=O)NC3CCCC3)C2=O)cc1C (stereo not drawn) | -2 | 5
COc1ccc(NC(=O)CN2CCC3(CC2)N=C(c2ccc(OC)cc2)C(=O)N3)cc1 | 15 | 2
O=C(CSc1nnc(-c2cccnc2)n1-c1ccccc1)NCc1cccnc1 | -4 | -9
COc1ccc(Oc2ccc(C(F)(F)F)cc2NC(=O)c2nccnc2C(=O)O)cc1 | x | -48&-56
Cc1ccc(C2=Nc3cccnc3N(CC(=O)Nc3cccc(C)c3)C(=O)C2)cc1 | -1 | -1
COc1cc(C(=O)N=c2sc3cc(Br)ccc3n2C)cc(OC)c1OC | -4 | 3
Cc1ccccc1NC(=O)Nc1ccccc1C(=O)Nc1ccccc1 | 0 | -11
O=Cc1ccc(Sc2ccccc2)c([N+](=O)[O-])c1 | 26 | x
OC(COc1ccc2c(c1)CCC2)CN1CCN(c2ccccn2)CC1 (stereo not drawn) | 5 | 0
COc1ccc(-c2cc3nc(C)cc(N)n3n2)cc1 | 6 | 3
N#CCC1(C#N)CCc2ccccc21 (stereo not drawn) | x | -2
COc1cc(OC)cc(C(=O)NCC2CCN(C3CCCC3)CC2)c1 | -7 | -3
CN(C)c1cc[n+](CC(=O)c2ccc(Cl)cc2)cc1 | -2 | 1
Cc1cc(C)n(-c2ccc(=O)n(CC(=O)Nc3ccc4sc(C)nc4c3)n2)n1 | -13 | -8
COCC(C)NC(=O)CN1C(=O)c2ccccc2C1=O (stereo not drawn) | -2 | -1
Cc1cc(OCC(=O)NCCc2nc3ccccc3[nH]2)ccc1C(C)C | 35&22 | -6&-10
O=C(C=Cc1ccc2c(c1)OCO2)N1C2CCC1COC2 | 1 | -1
COc1cccc(OCCOc2ccc(C)cc2[N+](=O)[O-])c1 | -23 | -7
O=C(NC12CC3CC(CC(C3)C1)C2)c1ccc(S(=O)(=O)N2CCOCC2)cc1 | 12 | 5
COc1ccc([N+](=O)[O-])cc1C1=N/C(=C/c2ccccc2F)C(=O)O1 | 0 | -5
O=c1[nH]cnc2c1sc(=S)n2Cc1ccccc1 | -3 | x
FC(F)(F)c1csc(NN=Cc2ccccc2Cl)n1 | x | 6
CCOc1ccc(-c2cc3c(=O)n(Cc4nc(-c5ccccc5Cl)no4)ncn3n2)cc1 | -4 | -6
O=C(C1CCCN(c2nnc3c(Cl)cccn23)C1)N1CCCCC1 (stereo not drawn) | -3 | -5
COc1ccccc1NC(=O)NC1CCN(c2nccc(C(F)(F)F)n2)CC1 | x | -13
COc1ccc(C2C3C(=O)NC(=O)C3ON2c2ccc(Cl)cc2)cc1 (stereo not drawn) | 19 | -4
O=C(Nc1ccc2c(c1)CN(Cc1ccc(F)cc1)C(=O)CO2)C1CC1 | 16 | 1
COc1cc2c(cc1OC)C(C(=O)Nc1ccc(C)c(F)c1)C1c3ccccc3CCN1C2=O (stereo not drawn) | -3 | -22
CC(C)CCNC(=O)CN1C(=O)/C(=C/c2cccc(Cl)c2)Sc2ccccc21 | -11 | -21
O=C(Nc1cccnc1)c1c(F)c(F)c(F)c(F)c1F | -2 | -4
CC(=O)c1ccc(Oc2cc(C)nc(N3CCOCC3)n2)cc1 | -2 | 2
Cc1ccc(C2=N/C(=C\c3ccccc3Cl)C(=O)O2)cc1[N+](=O)[O-] | 5 | 2
COc1ccc(-c2nc3cc(C)ccn3c2NC(=O)C2CCCCC2)cc1OC | 18 | -1
CCC(C(=O)Nc1c2c(nn1-c1ccc(OC)cc1)CS(=O)(=O)C2)c1ccccc1 (stereo not drawn) | 0 | -6

Going on with the list.
SMILES | mHTT CaM bind | Pf apPOL block
NC(=O)c1cccc(NC(=O)Nc2ccc(Cl)cc2)c1 | -3 | 0
COc1ccccc1N1C(=O)CC(N2CCN(c3ccc(F)cc3)CC2)C1=O (stereo not drawn) | 3 | -12
COc1ccc(OC)c(CNC(=O)c2cc3c(s2)CN(C(C)C)C3)c1 | 38 | -2
CCn1c2ccccc2c2cc(NC(=O)C34CCC(C)(C(=O)C3)C4(C)C)ccc21 (stereo not drawn) | 9 | -8
CC(C)OCCCNC(=O)C(C)C1CCN(S(=O)(=O)c2cccs2)CC1 (stereo not drawn) | 4 | 5
O=c1nc(N/N=C/c2cccnc2)cn[nH]1 | i | x
Cc1ccc(F)c(NC(=O)c2nc(C)oc2C)c1 | -3 | 0
O=C(CC1CCCCC1)NC1CCCCC1 | -7 | -9
O=C(NCC1CCCO1)c1nn2c(C(F)(F)F)cc(-c3cccs3)nc2c1Cl (stereo not drawn) | 3 | -3
Cc1cc(=O)n(CC(=O)N(C)c2ccccc2)c(N2CCCC2)n1 | 4 | 0
O=S(=O)(NCc1ccccc1)c1ccc2nc(-c3ccccc3)[nH]c2c1 | 11 | -11
Cc1ccc(N=Cc2nc(-c3ccccc3)oc2O)c(Br)c1 | 4 | -6
CCC(=O)NCc1csc(C2CCCN(S(=O)(=O)c3cn(C)c(C)n3)C2)n1 (stereo not drawn) | 4 | -7
O=C1C2C(c3ccc(F)cc3)OC3(C(=O)c4ccccc4C3=O)C2C(=O)N1C1CCCCC1 (stereo not drawn) | 0 | -8
Cc1ccc(S(=O)(=O)N(CC(=O)NCC2CCCO2)Cc2ccccc2)cc1 (stereo not drawn) | -4 | -7

The final six entries of the part before come first, to join the parts.
SMILES | mHTT CaM bind | Pf apPOL block
Cc1cc(=O)n(CC(=O)N(C)c2ccccc2)c(N2CCCC2)n1 | 4 | 0
O=S(=O)(NCc1ccccc1)c1ccc2nc(-c3ccccc3)[nH]c2c1 | 11 | -11
Cc1ccc(N=Cc2nc(-c3ccccc3)oc2O)c(Br)c1 | 4 | -6
CCC(=O)NCc1csc(C2CCCN(S(=O)(=O)c3cn(C)c(C)n3)C2)n1 (stereo not drawn) | 4 | -7
O=C1C2C(c3ccc(F)cc3)OC3(C(=O)c4ccccc4C3=O)C2C(=O)N1C1CCCCC1 (stereo not drawn) | 0 | -8
Cc1ccc(S(=O)(=O)N(CC(=O)NCC2CCCO2)Cc2ccccc2)cc1 (stereo not drawn) | -4 | -7
CCCOC(=O)c1ccc(Oc2c(C)oc3cc(OC)ccc3c2=O)cc1 | -4 | -4
CC(=O)c1cccc(NC(=O)c2cccc([N+](=O)[O-])c2)c1 | -1 | -3
CN1CCN(C/C=C/c2ccc(N(C)C)cc2)CC1 | 34 | 1
CC#CCCCC(=O)Nc1cc(OC)nc(OC)n1 | -4 | 10
COc1cc(C2=N/C(=C\c3ccccc3Cl)C(=O)O2)cc(OC)c1OC | -6 | 1
COc1ccccc1NC(=O)C1=C(C)Nc2nnnn2C1c1cccc(Cl)c1 (stereo not drawn) | 4 | 1
CCCNC(=O)c1ccnc(-c2ccc(C)s2)c1 | -6 | 26
CCOc1ccc(-c2c(C)sc(=NCCO)n2-c2ccccc2)cc1 | 43 | 2
Cc1ccc(N2CC(C(=O)Nc3c4c(nn3C(C)(C)C)CS(=O)(=O)C4)CC2=O)cc1C (stereo not drawn) | -8 | 0
O=C(CN(C1CCCCC1)S(=O)(=O)c1ccc(Cl)cc1)NCc1cccnc1 | 7 | -9
O=C(Nc1sc2c(c1C(=O)NCc1ccco1)CCCC2)c1cccs1 | -8 | -5
Cn1cc(CCN2CCN(S(=O)(=O)c3cccc(F)c3)CC2)c2cccnc21 | 31 | -4
COc1ccc(OC)c(NC(=S)Nc2ccc(F)cc2)c1 | -2 | x
CCc1cc(C2CCCN2C(=O)c2cc(C3CC3)on2)on1 (stereo not drawn) | -4 | 1
CN(CCCNC(=O)C1CCN(c2nc3cccnc3s2)CC1)C1CCCCC1 | -15 | -5

Full records, quoted from the list. Values in the order: mHTT CaM bind	Pf apPOL block
Profile of `CC#CCCCC(=O)Nc1cc(OC)nc(OC)n1` = -4	10
Profile of `CN1CCN(C/C=C/c2ccc(N(C)C)cc2)CC1` = 34	1
Profile of `Cc1ccc(N2CC(C(=O)Nc3c4c(nn3C(C)(C)C)CS(=O)(=O)C4)CC2=O)cc1C` (stereo not drawn) = -8	0
Profile of `CCOc1ccc(-c2c(C)sc(=NCCO)n2-c2ccccc2)cc1` = 43	2
Profile of `O=C(Nc1sc2c(c1C(=O)NCc1ccco1)CCCC2)c1cccs1` = -8	-5

Later entries.
SMILES | mHTT CaM bind | Pf apPOL block
CCc1ccccc1NC(=O)Cn1nc(C(F)(F)F)c(Cl)c1C | -6 | 2
Oc1ccc(Br)cc1CN1CCN(CC2CC3C=CC2C3)CC1 (stereo not drawn) | 5 | -5
COc1cccc(-c2sc3ccccc3c2-c2ccc(OCc3cccc(OC)c3OC)cc2)c1 | -8 | -6
CCCC1c2cccn2CCN1C(=O)Nc1ccc(C)c(F)c1 (stereo not drawn) | 51* | 3
COc1ccc(Cl)cc1C(=O)N1CCc2c(nc3cc[nH]n3c2=O)C1 | 9 | 0
CCCNC(=O)c1cccc(C2CCCN(C(=O)Nc3ccc(CC)cc3)C2)c1 (stereo not drawn) | -1 | -4
Cc1cc(C(=O)Nc2ncn[nH]2)ccc1[N+](=O)[O-] | -1 | -5
O=C(c1n[nH]c([N+](=O)[O-])c1Br)N1CCSCC1 | -3 | x
O=C(C1CCCCC1)N1CCn2c1nc1ccccc12 | 1&-4 | 0&-6
CCN(CC)c1ccc(-c2noc(CN3CCN(c4ncccn4)CC3)n2)cn1 | 11 | -13
O=S(=O)(c1cccs1)N1CCN(c2ccccn2)CC1 | -4 | 0
CC(=O)N1CCc2cc(N3CC(C(=O)Nc4cccc(F)c4)CC3=O)ccc21 (stereo not drawn) | 90* | -4
CC1CCN(C(=O)C2=NN(C)c3ccccc3S2(=O)=O)CC1 | -8 | 1
O=C(Nc1nccnc1C(=O)N1CCCCCC1)c1ccccc1 | -1 | 0
CCc1ccc(N=c2oc3c(OC)cccc3cc2C(=O)Nc2nccs2)cc1 | 4 | -5
O=C(CCc1conc1-c1cccc(F)c1)NCc1ccccc1 | -6 | -6
COc1cccc(C2C3=C(Nc4ncnn42)c2ccccc2OC3c2ccc(F)cc2)c1 (stereo not drawn) | 23 | 1
COc1ccccc1-c1coc2c3c(ccc2c1=O)OCN(C(C)c1ccccc1)C3 (stereo not drawn) | 2 | 0
O=S1(=O)CC(N2CCCC2)CN1CCc1ccccc1 (stereo not drawn) | 3 | -5
CCOC(=O)c1cccc(NC(=O)CCn2nnc3ccccc3c2=O)c1 | -3 | 3
COc1nc(N)c(C#N)c(-c2ccc(N(C)C)cc2)c1C#N | -3&4 | -2&-5
CC(C)CNC(=O)C1COC2(CCC(C)CC2)N1C(=O)c1cccc(Cl)c1 (stereo not drawn) | -2 | -3
COc1cccc(-c2coc3cc4oc(=O)c5ccccc5c4cc23)c1 | -11 | 9
O=C(Nc1ccc(C(F)(F)F)cc1)NC1CCN(c2ccccc2)C1=O (stereo not drawn) | -3 | -2

Retrieved by compound from the entries so far (five):
SMILES | mHTT CaM bind | Pf apPOL block
O=C(CCc1conc1-c1cccc(F)c1)NCc1ccccc1 | -6 | -6
O=S1(=O)CC(N2CCCC2)CN1CCc1ccccc1 (stereo not drawn) | 3 | -5
O=C(Nc1ccc(C(F)(F)F)cc1)NC1CCN(c2ccccc2)C1=O (stereo not drawn) | -3 | -2
COc1nc(N)c(C#N)c(-c2ccc(N(C)C)cc2)c1C#N | -3&4 | -2&-5
CCOC(=O)c1cccc(NC(=O)CCn2nnc3ccccc3c2=O)c1 | -3 | 3
